# T cell modulator – T cell immune modulation candidate; 2C CD8+ T cell-vesicle binding, flow cytometry; active compounds read low; calls only at 7 µM; 0.068% of 330,000 active; AID 2052;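 active = response, share of CD8 T cells binding vesicles, and their 90th percentile fluorescence all below set limits, cut at about 80% in these data, passing the limit was not always enough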
#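 material = purified 2C TCR transgenic mouse naive CD8+ T cells | controls = Unloaded micro-vesicles (low), QL9 vesicles with 0.7% DMSO (high) | detection = cytometric PE anti-B7-1 and Alexa647 anti-CD8 signals after 1% paraformaldehyde fixation | incubation = binding step 1.5 h, 37 °C, antibody labelling 20 min, ice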
# P. falciparum M17LAP – P. falciparum M17LAP inhibitors, primary screen, biochemical, fluorogenic H-Leu-NHMec substrate, 1536-well (AID 1619); recombinant M17LAP, H-Leu-NHMec fluorogenic kinetic assay; higher % means a stronger effect; one-dose inhibition, % at 30 µM; IC50 in µM for titrated hits; 0.38% of 220,000 active;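 active = compound inhibiting the enzyme by more than half at any dose during confirmatory dose-response retesting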;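 note: plate controls were full reaction with DMSO carrier for no effect and no enzyme background for full effect; strong numbers were not always called active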
# TNAP activation fold – human TNAP enzyme activators, primary screen, biochemical, luminescent, no phosphate acceptor, uHTS (AID 1001) | activation fold at 20 µM, or EC50 in µM where a hit was titrated | 0.03% of 200,000 active | purified TNAP, luminescent activation assay, no phosphate acceptor; higher activation fold means a stronger effect; in the data active = activation fold from about 3, or a potency from the dose series; inactive = the rest, 99 in 100 with activation fold below about 1.6; note: many of its hits are not listed in these tables
# UTI89 phage lysis – inhibition of K1F phage lysis, E. coli UTI89, bacterial capsule biogenesis inhibitors, alamar blue (AID 488966); 0.02% of 340,000 active; one-dose inhibition, % at 100 µM; IC50 in µM for titrated hits; E. coli UTI89 K1F phage lysis, alamar blue, 2 h; higher % means a stronger effect;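 active = phage lysis inhibition, versus mean bacterial control, above a set limit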;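 note: capsule biogenesis inhibitors block K1F phage lysis so surviving cells raise fluorescence; higher fluorescence means more inhibition of phage lysis; actives were called in the ten point dose series up to 300 µM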
# human PMI inhibition – inhibitors of human PMI, primary screen, biochemical, fluorescence intensity, coupled assay (AID 1209). purified PMI enzyme, coupled fluorescence intensity; higher % means a stronger effect. one-dose inhibition, % at 20 µM; IC50 in µM for titrated hits. 0.42% of 190,000 active;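 note: plate controls were DMSO vehicle for no effect and wells lacking substrate for full effect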
# RSV antiviral HEp-2 – RSV antiviral activity via CPE protection, HEp-2 cells, primary 10 µM value included (AID 2391) | HEp-2 cells, RSV-induced CPE inhibition; higher % means a stronger effect | CPE inhibition, % at 10 µM, or IC50 in µM where a hit was titrated | 0.13% of 310,000 active; in the data active = a potency from the dose series; note: strong numbers were not always called active
# M1AAP inhibition – malaria alanyl aminopeptidase activity blockers – biochemical, fluorogenic H-Leu-NHMec substrate, 1536-well (AID 1445); 0.42% of 220,000 active; one-dose inhibition, % at 30 µM; IC50 in µM for titrated hits; recombinant M1AAP, H-Leu-NHMec fluorogenic kinetic assay; higher % means a stronger effect;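 active = primary inhibition above the hit cutoff, then over 50% inhibition at one or more dose response concentrations, cut at about 23% in these data, passing the limit was not always enough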;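 note: plate controls were DMSO full reaction for no effect and no enzyme background for full effect; strong numbers were not always called active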
# West Nile antiviral – West Nile virus antiviral activity, cell-based, CPE readout (AID 1621); West Nile virus-infected cells, CPE inhibition; higher % means a stronger effect; 0.02% of 290,000 active; one-dose CPE inhibition, % at 10 µM; IC50 in µM for titrated hits; in the data active = a potency from the dose series; note: strong numbers were not always called active
# human PMI inhibitors – human PMI inhibitors, high substrate, primary screen, biochemical, fluorescence intensity, high mannose 6-phosphate (AID 1220); recombinant PMI enzyme, coupled fluorescence intensity; higher % means a stronger effect; inhibition, % at 20 µM; hits with a dose series show IC50 in µM; 0.66% of 190,000 active
# T cell modulator vesicle-bound % – recorded beside T cell modulator, whose call it bears; double positive events, %; measured here: CD8+ vesicle-bound cell fraction;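 binding gate set so that unloaded-vesicle control wells show 10% double positive cells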
# Starred values were filed as active, the others as inactive; i = inactive; x = no result given; [ ] = remark or other dose. Cut-off read from the data, not from the text of the source, unless noted: active = inhibition above about 50%; inactive = the rest.
item	SMILES	T cell modulator	T cell modulator vesicle-bound %	P. falciparum M17LAP	TNAP activation fold	UTI89 phage lysis
1	Cc1ccc(N2C(=O)C3N=NN(CC(=O)N4N=C(c5cccc6ccccc56)CC4c4ccccc4)C3C2=O)cc1 (stereo not drawn)	i	37	-5%	1.1	-1.2%
2	COc1ccc(NC(=O)CN(c2ccc(Cl)cc2)S(C)(=O)=O)cc1OC	i	46	x	x	0.3%
3	O=C(CNC(=O)C1CCCCC1)Nc1ccccc1	i	43	5%	1.1	0.5%
4	OC(COC(c1ccccc1)c1ccccc1)CN1CCCCC1 (stereo not drawn)	i	21	-5%	1.1	3.5%
5	CCOC(=O)C1(CCOc2ccccc2)CCN(Cc2ccc(F)c(OC)c2)CC1	i	55	x	x	0.3%
6	O=C(/C=C/c1ccc2c(c1)OCO2)NCCCN1CCOCC1	i	53	13%	1.1	1.3%[50 µM]
7	CC1=C(C)CC(C(=O)NC(C)CCc2ccccc2)C(C(=O)O)C1 (stereo not drawn)	i	42	6%	1	0.2%
8	O=C(NCc1ccccc1)C(C(=O)c1ccc(F)cc1)n1ccccc1=O (stereo not drawn)	i	62	22%	1	0.7%
9	COc1ccc(C(=O)Cc2cc(OC)c(OC)cc2[N+](=O)[O-])cc1	i	34	-18%	1.1	0.0%
10	COc1ccccc1NC(=O)C12CC3CC(C1)CC(c1ccc(C)cc1)(C3)C2	i	43	3%	1.1	7.7%
11	CC(C)N1CCN(CCCc2ccccc2)CC1CCO (stereo not drawn)	i	62	x	x	0.8%
12	O=C1CSC(=S)N1c1ccc(Cl)c(Cl)c1	i	25	x	x	-1.4%[50 µM]
13	CC12CCC(C(=O)NC(c3ccccc3)c3ccccc3)(OC1=O)C2(C)C (stereo not drawn)	i	22	-1%	1	1.3%
14	O=C(NCc1ccc(F)cc1)c1ccc2c(=O)n3c(nc2c1)CCCCC3	i	28	x	x	8.9%
15	COc1ccc(C(=O)NCc2ccc(C)cc2)cc1S(=O)(=O)N1CCCc2ccccc21	i	32	2%	1	1.2%

item	human PMI inhibition	RSV antiviral HEp-2	M1AAP inhibition	West Nile antiviral	human PMI inhibitors
1	-9%	4.9%	5%	-0.5%	6%
2	x	0.3%	x	-0.8%	x
3	-3%	2.7%	-2%	1.4%	-16%
4	-5%	-0.5%	0%	-0.2%	-10%
5	x	13%	x	-1.3%	x
6	-3%	0.0%	1%	-0.1%	0%
7	1%	2.4%	8%	0.3%	5%
8	2%	0.3%	4%	-0.2%	22%
9	1%	-0.3%	4%	-0.8%	5%
10	7%	4.3%	-9%	-0.5%	4%
11	x	1.2%	x	-0.5%	x
12	x	1.6%	x	-0.1%	x
13	7%	-1.5%	-2%	0.1%	5%
14	x	-0.9%	x	-0.7%	x
15	5%	12%	3%	-0.4%	1%

# Reformatted with one line to a screen: part of the list above
(6) O=C(/C=C/c1ccc2c(c1)OCO2)NCCCN1CCOCC1
(7) CC1=C(C)CC(C(=O)NC(C)CCc2ccccc2)C(C(=O)O)C1 (stereo not drawn)
(8) O=C(NCc1ccccc1)C(C(=O)c1ccc(F)cc1)n1ccccc1=O (stereo not drawn)
(9) COc1ccc(C(=O)Cc2cc(OC)c(OC)cc2[N+](=O)[O-])cc1
(10) COc1ccccc1NC(=O)C12CC3CC(C1)CC(c1ccc(C)cc1)(C3)C2
(11) CC(C)N1CCN(CCCc2ccccc2)CC1CCO (stereo not drawn)
(12) O=C1CSC(=S)N1c1ccc(Cl)c(Cl)c1
(13) CC12CCC(C(=O)NC(c3ccccc3)c3ccccc3)(OC1=O)C2(C)C (stereo not drawn)

assay / entry | 6 | 7 | 8 | 9 | 10 | 11 | 12 | 13
T cell modulator | i | i | i | i | i | i | i | i
T cell modulator vesicle-bound % | 53 | 42 | 62 | 34 | 43 | 62 | 25 | 22
P. falciparum M17LAP | 13% | 6% | 22% | -18% | 3% | x | x | -1%
TNAP activation fold | 1.1 | 1 | 1 | 1.1 | 1.1 | x | x | 1
UTI89 phage lysis | 1.3%[50 µM] | 0.2% | 0.7% | 0.0% | 7.7% | 0.8% | -1.4%[50 µM] | 1.3%
human PMI inhibition | -3% | 1% | 2% | 1% | 7% | x | x | 7%
RSV antiviral HEp-2 | 0.0% | 2.4% | 0.3% | -0.3% | 4.3% | 1.2% | 1.6% | -1.5%
M1AAP inhibition | 1% | 8% | 4% | 4% | -9% | x | x | -2%
West Nile antiviral | -0.1% | 0.3% | -0.2% | -0.8% | -0.5% | -0.5% | -0.1% | 0.1%
human PMI inhibitors | 0% | 5% | 22% | 5% | 4% | x | x | 5%

(14) O=C(NCc1ccc(F)cc1)c1ccc2c(=O)n3c(nc2c1)CCCCC3
(15) COc1ccc(C(=O)NCc2ccc(C)cc2)cc1S(=O)(=O)N1CCCc2ccccc21

assay / entry | 14 | 15
T cell modulator | i | i
T cell modulator vesicle-bound % | 28 | 32
P. falciparum M17LAP | x | 2%
TNAP activation fold | x | 1
UTI89 phage lysis | 8.9% | 1.2%
human PMI inhibition | x | 5%
RSV antiviral HEp-2 | -0.9% | 12%
M1AAP inhibition | x | 3%
West Nile antiviral | -0.7% | -0.4%
human PMI inhibitors | x | 1%

# More structures follow:
item	SMILES	T cell modulator	T cell modulator vesicle-bound %	P. falciparum M17LAP	TNAP activation fold	UTI89 phage lysis
16	CCOc1ccccc1CNc1nc2nc3c(c(=O)n2[nH]1)CCC3	i	36	8%	1	0.3%
17	Cc1ccccc1Cn1nnc2c1C(=O)c1ccccc1C2=O	i	15	-11%	x	0.2%
18	O=C(c1ccc(COCC(F)(F)F)cc1)N1CCN(c2ccccn2)CC1	i	7	18%	1.1	0.0%
19	OCC1(CCOc2ccccc2)CCN(Cc2cn[nH]c2-c2ccccc2)CC1	i	54	-1%	0.8	0.1%
20	Cc1ccn2cc(CCNS(=O)(=O)c3ccc4c(c3)OCCO4)nc2c1	i	46	6%	1	0.3%
21	COc1ccc(OC)c2[nH]c(C(=O)N3CCC(C(=O)O)CC3)cc12	i	38	x	x	-0.1%
22	Cc1ccc(S(=O)(=O)N(C)Cc2ccc(-c3nnc4n3CCC4)cc2)cc1	i	31	-5%	1	1.6%
23	CC(CC(=O)Nc1ncc([N+](=O)[O-])s1)c1ccccc1 (stereo not drawn)	i	1	-6%	1	0.5%
24	COc1ccccc1CNC(=O)CSc1ccc(Br)cc1	i	49	7%	1.1	3.5%
25	CCOc1cc(CNc2ccc(S(N)(=O)=O)cc2)ccc1OCC(=O)NC(C)(C)C	i	60	1%	1.1	-2.0%
26	O=C(CN1CCc2cc3c(cc2C1)OCCCO3)Nc1cccc(Br)c1	i	27	x	x	7.7%
27	Cc1ccccc1NC(=O)OCc1cn(-c2ccc(Cl)cc2)nn1	i	19	-6%	1.1	1.7%
28	NC(=O)C1CCN(CC(O)COCc2ccccc2Cl)CC1 (stereo not drawn)	i	28	x	x	0.2%

item	human PMI inhibition	RSV antiviral HEp-2	M1AAP inhibition	West Nile antiviral	human PMI inhibitors
16	4%	0.3%	4%	0.3%	1%
17	x	-0.1%	-4%	-1.1%	x
18	x	0.3%	9%	0.0%	x
19	3%	5.5%	0%	-0.2%	-4%
20	1%	1.3%	-3%	-0.1%	-2%
21	x	0.5%	x	-0.1%	x
22	0%	1.3%	3%	0.4%	-1%
23	5%	3.0%	13%	-0.3%	-3%
24	7%	0.9%	6%	0.6%	2%
25	9%	1.5%	7%	-0.9%	8%
26	x	19%	x	-0.2%	x
27	0%	-0.3%	12%	0.0%	-4%
28	x	1.1%	x	-0.2%	x

# High-throughput results: PubChem BioAssay, several laboratories
